Source: PubChem BioAssay (Sanford-Burnham Center for Chemical Genomics)
ER stress death – protection against thapsigargin ER stress killing – CSM14.1 cells, ATP luminescence, primary screen. relative survival (cellular ATP), % at 15 µg/mL (by protocol). CSM14.1 thapsigargin ER stress survival. 0.33% of 48,000 active;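 active means survival measured by cellular ATP above 50% at 15 µg/ml in the first screen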;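 further: cell death triggered by about 15 µM thapsigargin; ATP read 24 h after thapsigargin was added; plate controls were thapsigargin with DMSO for no effect and DMSO without thapsigargin for full effect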
Numbers without * were called inactive. Only part of the results is shown; the hit share may differ from the screen's.

SMILES	ER stress death
Cc1ccccc1OCC(=O)N=Nc1c(O)[nH]c(=O)[nH]c1=O	5
Cc1ccc(N(CC(=O)NCc2ccccc2)S(C)(=O)=O)cc1Cl	9
CC1=C(C(=O)OC(C)C)C(c2ccccc2)N2C(=O)CCSC2=N1 (stereo unspecified)	0
CC(=O)c1c(C)nc2ccc(OC(F)(F)F)cc2c1-c1ccccc1	-1
Cc1ccc(N2NC(=O)/C(=C\c3ccco3)C2=O)cc1C	-4
COc1cc(OC)cc(C(=O)O/N=C(\c2ccncc2)c2ccc([N+](=O)[O-])cc2)c1	11
COc1ccc(C(NC(=O)c2ccco2)c2ccc(OC)cc2)cc1	2
Ic1cccc(-c2nnc3ccc4ccccc4n23)c1	10
COc1ccc(C2CC(=O)C3=C(C2)Nc2ccccc2NC3c2cccc(Cl)c2)cc1 (stereo unspecified)	7
COc1ccc(S(=O)(=O)N2CCN(Cc3cccc4ccccc34)CC2)cc1	35
O=S(=O)(Nc1ccc(S(=O)(=O)N2CCOCC2)cc1)c1ccccc1	-2
Cc1ccc(C(c2ccc(C)o2)c2cc(Br)cc([N+](=O)[O-])c2O)o1	1
O=C(Nc1ccc(N2CCOCC2)cc1)C(c1ccccc1)c1ccccc1	8
Clc1ccc(CN2CCN(/N=C/c3ccc(Br)s3)CC2)cc1	-3
CCOc1ccc(N(CC(=O)Nc2c(C)cccc2C)S(=O)(=O)c2ccc(SC)cc2)cc1	-2
COc1ccc(CCNS(=O)(=O)c2cccc([N+](=O)[O-])c2)cc1	-4
N#CCCN(C1CCCCC1)S(=O)(=O)c1ccc(Cl)cc1	2
Cc1ccc(C(=O)O/N=C(\N)c2cccnc2)cc1	-7
COc1ccc(/C(N)=N/OC(=O)c2ccc(Br)cc2)cc1	3
O=C(Nc1ccncc1)c1cccc(F)c1	-1
NS(=O)(=O)c1ccc(NS(=O)(=O)c2ccc(Br)cc2)cc1	-3
Cc1ccc(C(=O)Nc2ccc(O)c(C(=O)O)c2)o1	1
CCCCS(=O)CC(O)COC(C)C (stereo unspecified)	8
O=C(NCC1CCCO1)c1sc2ccccc2c1Cl (stereo unspecified)	-1
C=CCN(CC=C)Cn1[nH]c(=O)ccc1=O	-1
Cc1cccc(OCC(=O)NNC(=O)c2ccccc2C)c1	15
O=c1oc2cc(O)c(Cl)cc2c2c1CCCC2	1
CCc1ccc(C2Nc3cccc4cccc(c34)N2)cc1	-6
O=C(CSc1nnnn1-c1ccccc1)N1CCCCC1	0
O=C1SCCC1NS(=O)(=O)c1cc(Cl)ccc1Cl (stereo unspecified)	-2
O=C(N/N=C/c1ccc(C(=O)O)cc1)C(=O)N1CCCCCC1	-4
CCCOc1cccc(C(=O)Nc2c(C)ccc3nsnc23)c1	4
N#Cc1c(NC(=O)C2c3ccccc3Oc3ccccc32)sc2c1CCCCC2	4
Cc1ccc(CC2C(=O)N(c3ccc4ccccc4n3)C(=O)C2C)cc1 (stereo unspecified)	6
CCCOC(=O)c1ccc(NC(=O)COc2ccc(OC)cc2)cc1	-3
O=S(=O)(O)c1c(O)cnc2ccccc12	5
COc1cc(NC(=O)c2oc3ccc(Cl)cc3c2C)ccc1NC(=O)c1ccco1	-2
O=C(CSc1nnnn1-c1ccccc1)NN1C(=O)c2ccccc2C1=O	11
O=C(Nc1ccc2c(c1)oc1ccccc12)c1ccco1	-5
COc1cc(/C=C2\C(=O)NC(=O)N(c3ccc(F)cc3)C2=O)ccc1OCc1ccc(C(=O)O)cc1	13
C=CCc1ccccc1OCCSc1nc2ccc(N)cc2s1	-7
Fc1cccc(Cl)c1CSc1nnc(-c2ccccc2)o1	2
CCOC(=O)CSc1nnc(-c2cccc(OC)c2)n1-c1ccccc1	4
CCOC(=O)C1NN=C(C(=O)c2ccc(OC)cc2)C1c1ccccc1 (stereo unspecified)	8
CCOC(=O)C1=C(C)N=c2s/c(=C\c3cc(OC)ccc3OC)c(=O)n2C1c1ccccc1Cl (stereo unspecified)	3
O=C(/C=C/c1ccc(-c2ccccc2[N+](=O)[O-])o1)c1cc2ccccc2o1	-2
CCCCC1CCC(C(=O)NNC(N)=O)CC1 (stereo unspecified)	4
Cc1ccc(NC(=S)NC(=O)c2cccnc2)cc1Br	-1
Oc1c(Cl)cc(Cl)cc1/C=N/Nc1ncc(Br)cn1	4
O=[N+]([O-])c1ccc(C=Nc2ccc(Br)c(Cl)c2)s1	7
Cc1ccc(C)n1-c1cccc2cccnc12	1
CCC1=NN2C(=N)/C(=C/c3ccc(Br)cc3)C(=O)N=C2S1	9
COc1cc(C(=O)Nc2c(C)cccc2C(=O)O)cc(OC)c1OC	5
O=C(N/N=C/c1ccc(Cl)c([N+](=O)[O-])c1)/C(=C\c1ccc2c(c1)OCO2)NC(=O)c1ccccc1	81*
OCCNCCCOc1ccc(F)cc1	-10
Cc1ccc(CN2CCN(/N=C/c3ccc(Br)s3)CC2)cc1	-4
CCN=C1SC(CC(=O)Nc2ccc(N3CCOCC3)cc2)C(=O)N1CC (stereo unspecified)	11
O=C(O)c1cccc(N2C(=O)c3ccc(OCCOc4ccc5c(c4)C(=O)N(c4cccc(C(=O)O)c4)C5=O)cc3C2=O)c1	-1
COc1ccc(-c2nc3ccccc3o2)cc1NC(=O)c1ccc(Br)o1	8
Cc1[nH]nc(-c2ccccc2)c1Sc1ccc(Cl)cc1	1
The list goes on:
SMILES	ER stress death
CCOc1ccc(N2C(=O)NC(=O)/C(=C/c3ccc(-c4cccc(C(=O)O)c4)o3)C2=O)cc1	6
COC(=O)c1ccc(/C=C2\SC(=Nc3ccc(Br)cc3)NC2=O)cc1	9
CN(c1ccccc1)c1ccc(/C=C2/C(=O)ON=C2c2ccc([N+](=O)[O-])cc2)cc1	10
O=C(CSc1nnc2c(n1)[nH]c1ccccc12)NCCO	-4
Cc1ccc(S(=O)(=O)N(Cc2ccccc2)c2ccccc2C(=O)NCc2ccco2)cc1	2
CCCCCOC(=O)CSc1nnc(-c2ccc(Cl)cc2Cl)o1	19
CCOC(=O)c1cnc2cc(-c3ccco3)[nH]n2c1=O	2
Cc1cc2oc(=O)cc(C)c2cc1[N+](=O)[O-]	17
CCN(CC)CCCOc1ccccc1Br	-7
CCN(CC)c1ccc(NS(=O)(=O)c2ccc(Cl)cc2)cc1	0
COc1ccc(C2CC(=O)C3=C(C2)Nc2ccccc2NC3c2cccc(C)c2)cc1 (stereo unspecified)	102*
Cc1ccc(N=Cc2c(O)c([N+](=O)[O-])cc3oc4c(c23)CCCC4)cc1C	9
Cc1ccc(C(=O)NCCCNc2ccc([N+](=O)[O-])cc2)cc1	2
COc1ccc(CC(=O)N2CCOCC2)cc1OC	11
CC1(C)CC(=O)C2=C(C1)Nc1ccccc1N(C(=S)Nc1ccccc1)C2c1cccc([N+](=O)[O-])c1 (stereo unspecified)	8
COc1ccc([N+](=O)[O-])cc1N1C(=O)C=CC1=O	-14
CN1CN=C2SC3(COC(c4cccc(Br)c4)OC3)C(=O)N2C1 (stereo unspecified)	4
Cc1ccc(-c2[nH]n3c(=O)cc(-c4ccc([N+](=O)[O-])cc4)nc3c2C)cc1	18
Cc1ccc(NC(=O)c2ccc(Cl)cc2)cc1Cl	12
Nc1c(Cl)cc2c(c1Oc1ccccc1)C(=O)c1ccccc1C2=O	5
CCCCNC(=O)c1ccc(C(=O)NCCCC)cc1	8
CC(C)CC(=O)N1CCN(Cc2ccco2)CC1	5
Cc1cc(C)c(C(=O)/C(=C/c2ccc(Cl)cc2)c2ccccc2)c(=O)[nH]1	-14
CCCCc1sc(-c2c(C#N)c(N)nc3c2CCCCC3)cc1[N+](=O)[O-]	4
COc1c(Cl)cc(/C=C2/SC(=S)N(Cc3ccccc3)C2=O)cc1Cl	9
COc1cccc(CN2CCN(Cc3ccccn3)CC2)c1OC	-2
Cn1c2ccc(Br)cc2c2n[nH]c(=S)nc21	11
COc1ccccc1C/C(N)=N/OC(=O)COc1ccc(Br)cc1	-2
CC(=O)Nc1ccccc1NC(=O)c1cccc(Cl)c1	11
CCN(CC)c1ccc(C(=O)NCc2ccccc2OC)cc1	8
COc1cc(/C=C2\C(=O)NC(=O)N(c3ccc(Cl)cc3)C2=O)cc(Cl)c1OC	5
Cc1cccc(NC(=O)C(=O)N/N=C/c2c(Cl)cccc2Cl)c1C	14
COc1ccccc1NC(=O)c1cccnc1	-2
Cc1ccc(N(CC(=O)O)S(=O)(=O)c2ccccc2)cc1Cl	9
Cc1cc(=O)oc2c(C)c(O)c([N+](=O)[O-])cc12	3
CCc1ccc(N2C(=O)NC(=O)/C(=C\c3ccc(N4CCOCC4)o3)C2=O)cc1	9
CCOC(=O)c1c(NC(=S)NC(C)=O)sc2c1CCC2	4
NC(=O)c1ccccc1NC(=O)COc1ccc(Cl)cc1Br	1
NC(=O)c1c(NC(=O)c2ccccc2Cl)sc2c1CCC2	11
Cc1ccccc1NC(=O)CSc1ccccc1	0
CC(C)C(=O)Nc1ccc(Oc2ccc(Cl)cc2)cc1	-1
CCOC(=O)c1c(NC(=O)C2CC=CCC2C(=O)O)sc2c1CCC(C)C2 (stereo unspecified)	5
CC(=O)c1ccc(NC(=O)Cc2ccc(F)cc2)cc1	2
COc1cccc(/C=N/N2CCN(Cc3cccc4ccccc34)CC2)c1OC	4
Cn1c(=O)c(N)c2c3c(c(Br)ccc31)C(=O)c1ccccc1-2	6
COCCCNC(=O)/C(=C/c1ccc(-c2ccc(Br)cc2)o1)NC(=O)c1ccccc1	2
O=C(/C=C/c1ccccc1)NC(CCC(=O)OCc1ccccc1)C(=O)OCc1ccccc1 (stereo unspecified)	14
Cc1cccc(C)c1NC(=O)c1ccc(CN2CCc3ccccc3C2)cc1	2
CCCN(CCC)C(=O)Cc1ccc(Cl)cc1	6
O=C1NC(=S)NC(=O)C1=Cc1ccc(O)c(Cl)c1	1
COc1ccc(S(=O)(=O)N2CCN(C3CC4CCC3C4)CC2)cc1 (stereo unspecified)	-2
O=C(NNc1nc(-c2ccccc2)c2cc(Br)ccc2n1)c1ccccc1Cl	-3
Cc1cc(C)cc(N2C(=O)NC(=O)/C(=C\c3cccc(F)c3)C2=O)c1	-1
Cc1ccccc1NC(=O)C(=O)NCc1ccccc1	0
C=CCOc1ccc(/C=C/C(=O)c2ccc(C)cc2)cc1	1
Cc1ccc(N2NC(=O)/C(=C/c3ccc(-c4ccc5c(c4)COC5=O)o3)C2=O)cc1C	-2
O=C(NCC1CCN(C(=O)c2cccc(F)c2)CC1)c1cccc(F)c1	6
O=C1C(Cl)=C(N2CCN(c3ccccc3)CC2)C(=O)N1c1ccc(Br)cc1	10
O=C(Nc1cccc(Cl)c1)C1CC(=O)N(c2ccc(Br)cc2)C1 (stereo unspecified)	-1
COc1cccc(OCCNC(=O)c2ccc(C)cc2)c1	13

Sorted by formula weight (ascending): some entries from above.
SMILES	ER stress death
CCCN(CCC)C(=O)Cc1ccc(Cl)cc1	6
Cc1ccccc1NC(=O)C(=O)NCc1ccccc1	0
CC(=O)c1ccc(NC(=O)Cc2ccc(F)cc2)cc1	2
C=CCOc1ccc(/C=C/C(=O)c2ccc(C)cc2)cc1	1
O=C1NC(=S)NC(=O)C1=Cc1ccc(O)c(Cl)c1	1
COc1cccc(OCCNC(=O)c2ccc(C)cc2)c1	13
CC(C)C(=O)Nc1ccc(Oc2ccc(Cl)cc2)cc1	-1
Cc1cc(C)cc(N2C(=O)NC(=O)/C(=C\c3cccc(F)c3)C2=O)c1	-1
COc1ccc(S(=O)(=O)N2CCN(C3CC4CCC3C4)CC2)cc1 (stereo unspecified)	-2
Cn1c(=O)c(N)c2c3c(c(Br)ccc31)C(=O)c1ccccc1-2	6
Cc1cccc(C)c1NC(=O)c1ccc(CN2CCc3ccccc3C2)cc1	2
COc1cccc(/C=N/N2CCN(Cc3cccc4ccccc34)CC2)c1OC	4
O=C(Nc1cccc(Cl)c1)C1CC(=O)N(c2ccc(Br)cc2)C1 (stereo unspecified)	-1
Cc1ccc(N2NC(=O)/C(=C/c3ccc(-c4ccc5c(c4)COC5=O)o3)C2=O)cc1C	-2
O=C1C(Cl)=C(N2CCN(c3ccccc3)CC2)C(=O)N1c1ccc(Br)cc1	10
O=C(NNc1nc(-c2ccccc2)c2cc(Br)ccc2n1)c1ccccc1Cl	-3
O=C(/C=C/c1ccccc1)NC(CCC(=O)OCc1ccccc1)C(=O)OCc1ccccc1 (stereo unspecified)	14

Next section
SMILES	ER stress death
O=C1c2ccccc2NC(c2ccc3c(c2)OCO3)N1Cc1ccco1 (stereo unspecified)	-1
Cc1cccc(-c2noc(-c3ccc(C)c([N+](=O)[O-])c3)n2)c1	4
COc1cccc(C2NC(=S)NC(C)=C2C(=O)Nc2ccccc2C)c1OC (stereo unspecified)	9
COc1cccc2c(=O)c(CCC(=O)O)c(C)[nH]c12	5
COc1cc(/C=C2\C(=O)N(c3ccc(S(N)(=O)=O)cc3)N=C2C)cc(Br)c1O	3
O=C(Nc1ccc(Cl)cc1Cl)C1C2C3CCC(C3)C12 (stereo unspecified)	2
Cc1cc(C)c(OCCCCN2CCC(C)CC2)c(C)c1	-4
O=S(=O)(Nc1cccc(-c2nc3cc(Cl)ccc3o2)c1)c1ccccc1	6
CC(C)C(=O)Nc1ccc2oc(-c3ccccc3Br)nc2c1	2
COc1ccc(C(=O)NC(=S)Nc2ccc(S(=O)(=O)N=C(N)N)cc2)cc1	-7
Cc1ccc(-c2cc(CC(C)C)nc(N)c2C#N)cc1	-2
COc1cc(/C=N\NC(=O)c2cccc3ccccc23)ccc1O	13
Cc1cc(C)cc(N2C(=O)NC(=O)/C(=C\c3ccc(I)o3)C2=O)c1	6
N/C(=N\OC(=O)c1ccccc1F)c1cccnc1	-3
COc1ccc(C2CC(=O)C3=C(C2)Nc2ccccc2NC3c2ccc(C)c([N+](=O)[O-])c2)cc1OC (stereo unspecified)	4
O=C1/C(=C\c2ccc3c(c2)OCO3)SC(=S)N1C1CCS(=O)(=O)C1 (stereo unspecified)	-3
Cc1ccc(N=Cc2c(O)n(-c3ccccc3C)c(=O)[nH]c2=O)cc1	4
O=C(Nc1ccc(NC(=O)c2ccc(Cl)cc2Cl)cc1)c1ccccc1	-2
CCn1c(-c2ccccc2C)n[nH]c1=S	3
CC(=O)Nc1ccccc1NC(=O)c1ccc(I)cc1	5
O=C(NC(=S)Nc1ccc([N+](=O)[O-])cc1O)C12CC3CC(CC(C3)C1)C2	16
